Hsp70 displacement – small molecules displacing fluorescent ligand from Hsp70 – biochemical, fluorescence polarization, primary screen (AID 583). Hsp70 fluorescence polarization probe displacement, mP; higher % means a stronger effect. 0.06% of 140,000 active. displacement, % at 20 µM; hits with a dose series show IC50 in µM; in the data active = displacement above about 50%;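 note: plate controls were vehicle for no effect and reference ligand for full effect; a part of the inactive calls stands beside numbers as strong as those of hits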
Rat MKP-3 inhibitors – inhibition of rat DUSP6 enzyme activity – biochemical, in vitro, primary screen (AID 425); inhibition, % at 20 µM; hits with a dose series show IC50 in µM; recombinant MKP-3 phosphatase activity, fluorescence; higher % means a stronger effect; 0.17% of 110,000 active; in the data active = inhibition above about 50%;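 note: plate controls were vehicle for no effect and reference inhibitor for full effect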
The depositor's hits bear a star; . = no result given; & = joins results of further samples. This is a subset; the hit share may differ from the screen's.

SMILES	Hsp70 displacement	Rat MKP-3 inhibitors
O=C(Nc1cccc(NC(=O)c2ccc(-c3ccc(Br)cc3)o2)c1)c1ccco1	2.8%	.
COc1ccc(Cc2cnc(NC(=O)c3ccccc3Cl)s2)cc1	-3.1%	0%
Clc1ccsc1-c1ccc2ccccc2n1	-7.7%	.
COc1ccc2nc(SCC(=O)Nc3cc(C)ccc3C)[nH]c2c1	-1.3%	4%
COc1ccccc1CC(=O)Nc1ccc(F)cc1	-3.0%	-4%
CC(=O)Nc1ccc(OC(=O)c2ccc([N+](=O)[O-])cc2)cc1	-3.1%	0%
CC1(C)C(=O)Nc2ccccc2N1C(=O)COc1ncnc2c(Cl)cc(Cl)cc12	-1.5%	.
CC1CCN(S(=O)(=O)c2cccc(C(N)=O)c2)CC1	.	-2%
CC1CCOP(=O)(C(Nc2cc(Cl)cc(Cl)c2)c2ccc(Br)cc2)O1 (stereo not drawn)	5.0%	3%
CC1Cc2nc(SCC(=O)N3CCCC3)n(C)c(=O)c2S1 (stereo not drawn)	0.8%	-2%
O=C(CCS(=O)(=O)c1cccs1)N1CCCC1	-0.6%	-3%
COc1ccccc1N(CC(O)CN(c1ccccc1)S(C)(=O)=O)S(=O)(=O)c1ccccc1 (stereo not drawn)	1.9%	6%
CC(NC(=O)CSc1nnc(SCC(=O)NC(C)c2ccccc2)s1)c1ccccc1 (stereo not drawn)	-5.1%	2%
COC(=O)Oc1ccc(/C=C2/C(=O)N(c3ccccc3)N=C2C)cc1OC	2.1%	10%
Nc1c(S(=O)(=O)Cc2ccccc2)sc2nc3c(cc12)CCCC3	1.9%	1%
O=C1/C(=C/c2ccc(-c3ccccc3[N+](=O)[O-])o2)SC(=S)N1c1cccc(C(F)(F)F)c1	2.1%	10%
O=S(=O)(c1ccc(OCC(O)CNCc2ccco2)c(Cl)c1)N1CCOCC1 (stereo not drawn)	2.2%	-3%
Cc1ccc2c(c1)-c1c(ssc1=S)C(C)(C)N2C(=O)CC(C)C	0.0%	2%
Cc1nnc(SCc2nc3ccccc3s2)n1-c1ccccc1	-6.5%	-1%
COc1cccc(C2C(C(=O)c3cccs3)=C(O)C(=O)N2c2cc(C)on2)c1 (stereo not drawn)	0.9%	-4%
COc1ccc(-c2cn3cccnc3n2)cc1NC(=O)c1ccc(Br)o1	5.7%	-3%
CCn1c(N)c(C(=O)NCC2CCCO2)sc1=S (stereo not drawn)	0.0%	-4%
CSCCNS(=O)(=O)c1ccc(C)c([N+](=O)[O-])c1	-2.0%	2%
CC(C)C(=O)Nc1ccc2c(c1)C(=O)N(CCC(=O)O)C2=O	2.2%	-4%
Cn1c(Cn2c(=O)sc3ccccc32)nnc1SCC(=O)N1CCCC1	5.2%	-8%
CCOC(=O)C1CCN(C(=O)c2ccco2)CC1	2.7%	-4%
CC(=O)N1CCC(C(=O)Nc2nc(-c3ccccc3)ns2)CC1	3.3%	.
CC1CCCC(C)N1CC(O)COc1ccc(Cl)cc1 (stereo not drawn)	-0.2%	-10%
Cc1c(C(=O)Nc2ccncc2)cccc1[N+](=O)[O-]	-1.5%	-1%
Cc1ccc(C2(C)NN=C(c3ccccc3)S2)o1 (stereo not drawn)	-1.5%	0%
O=C(CCN1C(=O)/C(=C\c2cccs2)SC1=S)N1CCCC1	0.0%	0%
Cc1ccc(OCC(=O)NC2CCS(=O)(=O)C2)cc1 (stereo not drawn)	-2.5%	.
O=C1C2C3C=CC(C3)C2C(=O)N1CNc1ccc(O)cc1 (stereo not drawn)	1.4%	2%
O=C(O)c1[nH]c2ccccc2c1-c1ccccc1	1.6%	.
O=C(CN1CCN(Cc2ccccc2F)C1=O)NCc1cccnc1	-2.4%	6%
CCOC(=O)CCc1c(C)nc2cc(-c3ccc(F)cc3)[nH]n2c1=O	5.9%	-3%
O=C1CCCN1CCCNc1ncnc2c1[nH]c1ccc(Cl)cc12	-0.1%	-2%
CC(=O)n1c(Cl)c(NC(=O)CCl)c2ccccc21	-1.0%	.
c1ccc(-n2cnc3cc(NCc4ccccn4)ccc32)cc1	3.7%	-3%
COC(=O)CSc1nnc(CNS(=O)(=O)c2ccc(C)cc2)n1C	-4.4%	0%
Cc1ccc(N2C(=O)NC(=O)/C(=C\c3ccc(-c4ccc([N+](=O)[O-])cc4Cl)o3)C2=O)cc1	0.1%	5%
COc1ccc(-c2nnc(SCC(=O)N3CCCCC3)o2)cc1OC	5.9%	2%
C=CCSc1nc(N)c(C#N)c(-c2cccs2)c1C#N	-0.8%	5%
CC1=C(C)CC2C(=O)N(c3cccc(C)c3)C(=O)C2C1 (stereo not drawn)	-8.9%	3%
COC(=O)c1c(NC(=O)c2cccnc2)sc2c1C(C(=O)OC)CC2 (stereo not drawn)	-4.8%	2%
CN(c1cccc(NC(=O)CSc2ccc(Cl)cc2)c1)S(C)(=O)=O	0.4%	.
Cc1cc2c(C)nc(Cc3ccccc3)nc2o1	0.3%	-9%
CCN(C(=O)c1cccc(F)c1)c1ccccc1C	4.1%	-2%
c1csc(CN2CCN(Cc3cccs3)C2c2cccs2)c1	1.4%	5%
O=c1c(Oc2ccccc2Br)coc2cc(O)ccc12	1.3%	5%
Cn1c(=O)c2c(nc(SCC(=O)NC3CCCCC3)n2C)n(C)c1=O	-2.9%	-2%
Cc1nn(CC(=O)Nc2ccc3c(c2)oc2ccccc23)c(=O)c2ccccc12	4.1%	24%
N#Cc1cccc(C(c2nnnn2C2CCCC2)N2CCC(Cc3ccccc3)CC2)c1 (stereo not drawn)	0.1%	.
C/C(=C\C(=O)c1ccccc1)Nc1cc(F)c(F)cc1N	-3.0%	2%
Cc1nnc(SCc2ccccc2F)n1NCc1cccs1	-0.2%	-7%
CC1CCCC(C)N1C(=O)c1cc(F)c(F)cc1Cl (stereo not drawn)	-1.0%	-9%
COC(=O)c1ccc(NC(=O)CNC(=O)C2CCCCC2)c(C)c1	0.8%	-2%
COc1cc(CN2CCSCC2)cc(OC)c1OC	1.7%	-9%
O=C(c1ccccc1)N1CCN(C(=O)c2nn3c(C(F)(F)F)cc(-c4cccs4)nc3c2Br)CC1	3.1%	-2%
O=C(Nc1ccc2c(c1)oc1ccccc12)c1cccs1	3.8%	7%

More results
SMILES	Hsp70 displacement	Rat MKP-3 inhibitors
Cc1cccc(OCC(=O)Nc2ccccc2[N+](=O)[O-])c1C	-0.9%	5%
O=C(CN1C(=O)c2ccc([N+](=O)[O-])cc2C1=O)Nc1ccccc1C(=O)O	3.5%	3%
CCOC(=O)c1ccc(N2C(=O)C3C(c4ccc(C)cc4)OC4(C(=O)c5ccccc5C4=O)C3C2=O)cc1 (stereo not drawn)	3.2%	-3%
CCn1c(SCC(=O)c2ccc(Cl)cc2)nc2sc3c(c2c1=O)CCCC3	-3.3%	1%
COC(=O)c1ccc(/C=C2\SC(=S)N(c3ccc(F)cc3)C2=O)cc1	2.2%	-2%
CCCc1cc(=O)[nH]c(SCCOC(=O)c2ccccc2)n1	2.7%	.
Nc1nonc1-c1ncc(-c2ccc(Br)cc2)nn1	-1.8%	9%
CCCn1c(N2CCN(C(=O)N3CCCCC3)CC2)nc2ccccc21	4.6%	-5%
Cc1ccc(-n2nc3cc(C)c(NC(=O)c4oc5ccccc5c4C)cc3n2)cc1	2.2%	2%
Cc1ccc(C)c(OCCCCN2CCCC2)c1C	-0.5%	1%
COC(=O)c1ccc(/C=C/C(=O)c2ccc(Cl)cc2)cc1	-4.8%	10%
O=C(Nc1ccccc1)c1ccc2ccccc2n1	7.0%	-2%
Cc1ccc(C(=O)Nc2ccccc2)cc1S(=O)(=O)Nc1ccc(NC(=O)c2ccccc2)cc1	-6.6%	2%
COc1ccc(NC(=S)NC(=O)c2cccs2)cc1	-1.5%	1%
Cc1noc(C)c1C(=O)OCC(=O)NC(=O)NC12CC3CC(CC(C3)C1)C2	-6.5%	-18%
CS(=O)(=O)N1CCc2cc(C(=O)N3CCOCC3)ccc21	0.6%	-4%
CCOc1cc(N2CCOCC2)c(OCC)cc1NC(=O)CN1CCc2ccccc2C1	-1.1%	3%
Cc1ccc(Br)cc1S(=O)(=O)NCc1ccco1	-1.7%	-1%
CCCOCC1CC2(CC(C)(c3csc(N)n3)OC2=O)C(=O)O1 (stereo not drawn)	6.1%	.
c1ccc2c(c1)ncn2-c1ncnc2sc3c(c12)CCCC3	-6.7%	.
O=C(c1cccs1)N(Cc1ccco1)c1nc(-c2ccc(F)cc2)cs1	-1.3%	.
O=c1oc2ccccc2c(N2CCCCC2)c1CN1CCCCC1	-4.4%	-10%
CC(C)NC(=O)NS(=O)(=O)c1cnccc1N1CCCCC1	1.6%	.
O=C(c1ccccc1Br)N1CCN(c2ccccc2)CC1	-2.2%	-3%
Cc1sc(NC(=O)C2CC2c2ccccc2)nc1-c1ccccc1 (stereo not drawn)	1.8%	0%
COc1ccc(-c2nnc(-c3ccccc3)o2)cc1OC	-0.9%	0%
COC(=O)C1=C(C)NC(=O)NC1C1CC=CCC1 (stereo not drawn)	-1.6%	-1%
Cc1ccc(Cn2ccc(=O)c(OCc3c(Cl)cccc3Cl)c2C)cc1	-5.0%	.
CCCCCC(=O)Nc1ccc2oc(-c3cccnc3)nc2c1	-2.1%	.
COc1cc([N+](=O)[O-])ccc1NC(=O)c1cc(-c2ccccc2)nc2ccccc12	1.4%	4%

In another format: entries from further up
Hsp70 displacement	Rat MKP-3 inhibitors	SMILES
-1.6%	-1%	COC(=O)C1=C(C)NC(=O)NC1C1CC=CCC1 (stereo not drawn)
-5.0%	.	Cc1ccc(Cn2ccc(=O)c(OCc3c(Cl)cccc3Cl)c2C)cc1

Following part:
SMILES	Hsp70 displacement	Rat MKP-3 inhibitors
CCOC(=O)CCNC(=O)c1ccccc1Cl	-1.6%	0%
CCc1cc(C(=O)N/N=C/c2ccccc2)c2ccccc2n1	-7.9%	3%
COC(=O)c1ccc(N2C(=O)CC(N3CCN(c4ccc(Cl)cc4)CC3)C2=O)cc1 (stereo not drawn)	1.1%	2%
COCCCn1c(=N)c(C(=O)NCC2CCCO2)cc2c(=O)n3ccccc3nc21 (stereo not drawn)	2.7%	-8%
CC(=NCCCn1ccnc1)c1c(O)n(Cc2ccccc2)c(=O)[nH]c1=O	7.2%	.
CC(C)Oc1ccc(C2CC(=O)NC3=C2C(=O)CCC3)cc1 (stereo not drawn)	3.2%	6%
CCOC(=O)c1c(NC(C)=O)sc2c1C1CCN2CC1	-1.1%	.
CCCCCNc1nc(N2CCCC2)c2c(c1C#N)CCN(C)C2	1.2%	8%
Cc1noc(NS(=O)(=O)c2ccc(NC(=O)CC34CC5CC(CC(Br)(C5)C3)C4)cc2)c1C	0.2%	.
Cc1cc(=O)[nH]c2c1c(=O)[nH]n2C1CC(C)N(C)CC1C (stereo not drawn)	0.7%	-1%
C=CCN(CC=C)S(=O)(=O)c1ccc(NC(=O)COc2ccccc2OC)cc1	2.4%	.
O=C(Nc1ccc(Cl)cn1)C12CC3CC(CC(C3)C1)C2	2.1%	-1%
COC(=O)C(Cc1ccc(O)cc1)NC(=O)c1ccccc1 (stereo not drawn)	2.0%	.
O=C(NCCCN1CCCC1=O)Nc1ccc(F)c(Cl)c1	0.2%	.
O=S(=O)(NCc1ccccc1Cl)c1ccccc1	-1.5%	3%
CCN(CC)S(=O)(=O)c1cccc2cc(C(=O)O)c(O)cc12	-1.5%	6%
CCN(C(=O)c1ccc(OC)cc1)c1ccccc1	26%	-1%
O=c1oc(-c2ccccc2)nc2sc3c(c12)CCCC3	-0.4%&3.2%	3%
O=C(Nc1ccccc1C(=O)O)c1ccc(N2C(=O)C3C4C=CC(C4)C3C2=O)cc1 (stereo not drawn)	0.3%	2%
O=C(COc1ccccc1)NC(=S)Nc1ccc2c3c(cccc13)CC2	-6.6%	.
COc1cccc(C2C(C(=O)OCCc3ccccc3)=C(C)NC3=C2C(=O)CC(C)(C)C3)c1 (stereo not drawn)	0.7%	0%
COc1cc(OC)cc(C(=O)N2CCN(c3ccccc3)CC2)c1	-2.7%	1%
CC(=O)Nc1cccc(NC(=O)c2cc(C)on2)c1	4.6%	0%
O=C(Nc1ccc(NS(=O)(=O)c2cccc(S(=O)(=O)c3ccccc3)c2)cc1)c1ccccc1	2.7%	1%
COc1cccc(CNC(=O)C2CCN(c3cnccn3)CC2)c1	0.1%	0%
COc1ccc(-c2noc(CCC(=O)N3CCN(c4cccc(C(F)(F)F)c4)CC3)n2)cc1	.	12%
O=C(O)c1ccccc1Nc1cccc(C(F)(F)F)c1	-0.2%	-2%

Structural class: the compounds so far with a furan ring, fused or not.
SMILES	Hsp70 displacement	Rat MKP-3 inhibitors
O=C(Nc1cccc(NC(=O)c2ccc(-c3ccc(Br)cc3)o2)c1)c1ccco1	2.8%	.
O=C1/C(=C/c2ccc(-c3ccccc3[N+](=O)[O-])o2)SC(=S)N1c1cccc(C(F)(F)F)c1	2.1%	10%
O=S(=O)(c1ccc(OCC(O)CNCc2ccco2)c(Cl)c1)N1CCOCC1 (stereo not drawn)	2.2%	-3%
COc1ccc(-c2cn3cccnc3n2)cc1NC(=O)c1ccc(Br)o1	5.7%	-3%
CCOC(=O)C1CCN(C(=O)c2ccco2)CC1	2.7%	-4%
Cc1ccc(C2(C)NN=C(c3ccccc3)S2)o1 (stereo not drawn)	-1.5%	0%
Cc1ccc(N2C(=O)NC(=O)/C(=C\c3ccc(-c4ccc([N+](=O)[O-])cc4Cl)o3)C2=O)cc1	0.1%	5%
Cc1cc2c(C)nc(Cc3ccccc3)nc2o1	0.3%	-9%
Cc1nn(CC(=O)Nc2ccc3c(c2)oc2ccccc23)c(=O)c2ccccc12	4.1%	24%
O=C(Nc1ccc2c(c1)oc1ccccc12)c1cccs1	3.8%	7%
Cc1ccc(-n2nc3cc(C)c(NC(=O)c4oc5ccccc5c4C)cc3n2)cc1	2.2%	2%
Cc1ccc(Br)cc1S(=O)(=O)NCc1ccco1	-1.7%	-1%
O=C(c1cccs1)N(Cc1ccco1)c1nc(-c2ccc(F)cc2)cs1	-1.3%	.

From PubChem
